# Source: PubChem
# TCR activator – Activators of T cell receptors: qHTS campaign | primary human leukocytes, anti-CD3, IL-2 HTRF, 48 h | Potency, µM (highest dose often 9.22 µM), inactives show at the top dose activation of IL-2 secretion, most hits filed as activators | 330,000 tested, under 10 active | AID 504894, 2011; also: % of control where 0% means no effect
#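 Human primary leukocytes + a-CD3 beads + cpd, 48 hr; IL-2 in supernatant by HTRF (ex 320nm / em 665nm). No co-stimulatory signal supplied.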
# USP2a inh – qHTS Assay for Inhibitors of Ubiquitin-specific Protease USP2a Using CHOP2 as the Reporter | USP2 core, Ub-CHOP2 coupled fluorogenic reporter, 485/531 | 0.01% of 330,000 active | Potency, µM (top dose mostly 38.3 µM), without a hit: at the highest dose activity change, negative = inhibition, most hits filed as inhibitors;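 also: potency is read from the fitted curve at half-maximal effect; plate controls were DMSO wells for no effect and full inhibition by NEM control for full effect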
#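 USP2 core (10nM final) preincubated 30min RT with compound in 20mM Tris-HCl pH 8.0, 2mM CaCl2, 2mM beta-mercaptoethanol, 0.05% CHAPS; 25nM Ub-CHOP2 plus 25nM reporter substrate added, fluorescence (Ex485/Em531) read after 60min.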
# KCNH2 WT inh – qHTS for Inhibitors of KCHN2 3.1: Wildtype qHTS; AID 720551, 2013; activity change, % at 1.84 µM; Voltage-gated inwardly rectifying potassium channel KCNH2 (Homo sapiens), Q12809; U2OS, BacMam KCNH2, thallium flux FluxOr; stronger effect = lower value; 0.37% of 340,000 active;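 active = maximum activity change below -70%; inconclusive = maximum activity change between -70% and -50%; inactive = maximum activity change above -50%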; also: % is scaled to controls: 0 for no effect and ±100 for the full control effect
#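 U2OS cells transduced with wild-type KCNH2 virus are loaded with FluxOr dye for 45 min, and thallium flux is measured in kinetic reads before and after stimulation buffer. Rate constants are normalized to DMSO controls.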
# Mito fusion act – qHTS Assay for Small Molecule Inhibitors of Mitochondrial Division or Activators of Mitochondrial Fusion; S. cerevisiae fusion-defective mutant growth rescue, CellTiterGlo 48 h; AID 485298, 2010; 0.23% of 320,000 active; Potency, µM (series often up to 46.1 µM), inactives show at the top dose growth rescue (activation), most hits filed as activators;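 also: potency is read from the fitted curve at half-maximal effect; % of control where 0% means no effect; nearly all actives have a fitted effect of over 45% in size; temperature-sensitive fusion mutants such as fzo1-1 at 37 °C on non-fermentable ethanol glycerol medium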
#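 S. cerevisiae fusion-defective temperature-sensitive mutants (e.g. fzo1-1, mgm1-5) grown 48 h at 37C in YPEG (ethanol/glycerol non-fermentable) medium with 23 nl compound per well; growth rescue read as CellTiterGlo luminescence.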
# TSHR antag – Antagonists of the Thyroid Stimulating Hormone Receptor: HTS campaign; Thyrotropin receptor (Homo sapiens), P16473; TSHR-expressing cells, TSH-stimulated cAMP HTRF, 2 h; stronger effect = lower value; activity change, negative = inhibition, % at 11.5 µM; 0.2% of 330,000 active; AID 504810, 2011;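 active = activity change below a set negative limit, meaning inhibition stronger than a set level, cut at about -70% in these data; inconclusive = activity change between two set negative limits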; also: % is scaled to controls: 0 for no effect and ±100 for the full control effect
# Target sequence (P16473 whole entry, looked up): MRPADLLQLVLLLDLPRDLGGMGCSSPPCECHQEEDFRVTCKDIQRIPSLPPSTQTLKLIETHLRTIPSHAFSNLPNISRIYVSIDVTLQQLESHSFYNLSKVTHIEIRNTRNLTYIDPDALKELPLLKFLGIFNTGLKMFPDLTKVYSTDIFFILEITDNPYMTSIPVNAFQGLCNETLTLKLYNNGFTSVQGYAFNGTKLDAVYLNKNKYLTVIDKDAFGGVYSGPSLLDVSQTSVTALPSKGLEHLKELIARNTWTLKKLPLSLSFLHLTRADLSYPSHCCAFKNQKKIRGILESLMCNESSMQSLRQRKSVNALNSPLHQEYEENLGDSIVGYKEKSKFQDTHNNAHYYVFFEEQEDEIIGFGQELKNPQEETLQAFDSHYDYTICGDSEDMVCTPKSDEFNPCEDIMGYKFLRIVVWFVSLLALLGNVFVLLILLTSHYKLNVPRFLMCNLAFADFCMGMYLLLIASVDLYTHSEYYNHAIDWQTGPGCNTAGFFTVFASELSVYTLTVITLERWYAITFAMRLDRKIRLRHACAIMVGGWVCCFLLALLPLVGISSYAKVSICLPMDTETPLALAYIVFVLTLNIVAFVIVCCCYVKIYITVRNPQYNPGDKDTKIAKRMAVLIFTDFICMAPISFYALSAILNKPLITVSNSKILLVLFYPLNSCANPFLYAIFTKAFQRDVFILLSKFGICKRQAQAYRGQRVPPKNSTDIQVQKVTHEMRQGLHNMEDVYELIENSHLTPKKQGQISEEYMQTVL
#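 Competitive HTRF cAMP read-out (cryptate anti-cAMP antibody, cAMP-d2; 30 min, room temperature) in freshly harvested TSHR cells. Compounds added before TSH at EC80 (4nM final), followed by 2 hours' incubation at 37 deg C.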
# AT treatment – qHTS Assay for Identifying a Potential Treatment of Ataxia-Telangiectasia; AID 485349, 2010; Potency, µM (highest dose often 57.5 µM), for inactives: at the top dose activation, hits mostly activators; […] A-T fibroblasts, KAP-1 phosphorylation AlphaLISA; neocarzinostatin DNA damage 30 min before lysis; 0.19% of 320,000 active; also: potency is read from the fitted curve at half-maximal effect; % of control where 0% means no effect; nearly all actives have a fitted effect of over 45% in size
#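 ATM-like activity read as KAP-1 phosphorylation via AlphaLISA donor/acceptor antibody pairs after lysis and 6 hr at 25C. Cells were ATM-null patient fibroblasts ([…], hTERT), dosed 60 min, then exposed to the DSB inducer NCS for 30 min.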
# KCNH2 3.1 inh – qHTS for Inhibitors of KCHN2 3.1: Mutant qHTS. U2OS KCNH2 3.1, thallium flux FluxOr; stronger effect = lower value. AID 720553, 2013. 0.95% of 340,000 active. activity change, % (tested at about 1.8 µM);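 active = maximum activity change below -70%; inconclusive = maximum activity change from -70% to -50%; inactive = maximum activity change above -50%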;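 also: thallium influx rate constant from kinetic fluorescence after stimulation buffer; % is scaled to controls: 0 for no effect and ±100 for the full control effect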
#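 U2OS cells transduced with KCNH2 3.1 mutant virus (1.77 x 10^8 /mL, 4 h), plated overnight at 37 C, loaded 45 min with FluxOr dye plus Red40 quencher. Thallium flux rate constant from kinetic reads after stimulation buffer, normalised to controls.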
# TRPV1 agonist – HTS Assay for Compounds that Act as Agonists of the Vanilloid Receptor 1. 0.19% of 320,000 active. AID 540275, 2011. TRPV1-expressing cells, Fluo-8 calcium influx, agonist mode. activation, % at 8.33 µM; in the data active = activation above about 80%; inconclusive = between about 30% and that limit; also: 0% is about no effect
#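 Cells expressing TRPV1 were dye-loaded with Fluo-8 and read kinetically: 10 s baseline, 3 min after compound (agonist portion), then 2 min after EC20 capsaicin (allosteric enhancer portion). Calcium-bound dye fluorescence at 480/520 nm.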
# ELG1 DNA repair – qHTS screen for small molecules that inhibit ELG1-dependent DNA repair in human embryonic kidney (HEK293T) cells expressing luciferase-tagged ELG1. HEK293T ELG1-luciferase reporter, luminescence, 16 h; DNA damage induced by 5-fluorouridine. 2.3% of 330,000 active. Potency, µM (titrated, usually from 46.1 µM), for the others: at the top dose activity change, negative = inhibition, usual class: inhibitors; also: potency is read from the fitted curve at half-maximal effect; % is scaled to controls: 0 for no effect and ±100 for the full control effect; nearly all actives have a fitted effect of over 55% in size
#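 Cells (2,000 per well) received 5-fluorouridine plus test compound or DMSO and were incubated 16 hr at 37 °C, 5% CO2. Luciferase activity was read by luminescence 30 min after ONE-Glo addition; signal suppression marked inhibition of damage-induced ELG1 function.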
# Eya2 inh – qHTS Assay for Inhibitors of the Phosphatase Activity of Eya2; 0.006% of 330,000 active; Protein phosphatase EYA2 (Homo sapiens), O00167; Potency, µM (highest dose often 76.9 µM), inactives show at the highest dose activity, negative = inhibition, hits mostly inhibitors; AID 488837, 2010; recombinant Eya2, OMFP fluorescence dephosphorylation (OMFP is methylfluorescein phosphate); also: potency is read from the fitted curve at half-maximal effect; % is scaled to controls: 0 for no effect and ±100 for the full control effect
#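 Eya2 (0.2 uM) preincubated 10 min at ambient with compound, then OMFP substrate added at 50 uM; 10 min reaction in 50 mM HEPES pH 7.5, 50 mM NaCl, 5 uM MgCl2, 0.05% BSA, 1 mM DTT. Fluorescence read at Ex 485/Em 525 nm.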
# Active calls of the source: *; i = inactive; ? = inconclusive; nt = no result given; [ ] = another dose, or the depositor's remark. Unless noted, calls follow the shape of the dose curve; as a rule, active = well fitted curve in the direction sought with a large enough effect; inconclusive = small, poorly fitted or top-dose-only effect, or another doubt; inactive = no such curve, though single readings can be large; an effect the other way counts as inactive or inconclusive.
SMILES,TCR activator,USP2a inh,KCNH2 WT inh,Mito fusion act,TSHR antag,AT treatment,KCNH2 3.1 inh,TRPV1 agonist,ELG1 DNA repair,Eya2 inh
CC(=O)Nc1ccc(OC(=O)C(CCS(C)(=O)=O)N2C(=O)c3ccccc3C2=O)cc1 (configuration not stated),3%,nt,-4,-1%,nt,nt,15,-4,nt,nt
Cc1c(C(=O)N2CCN(S(=O)(=O)c3cc(F)ccc3F)CC2)oc2ccccc12,-2%,-4%,1,4%,3,1%,18,8,-28%,9%
CC(C)CNc1oc(-c2ccccc2Cl)nc1C#N,14%,3%,i,18%,-16,2%,-9,27,-4%,-14%
Cn1c(=O)c(=O)n(C)c2cc(N3CCOCC3)c(NS(=O)(=O)c3ccc(F)c(Cl)c3)cc21,1%,2%,-3,2%,-13,-2%,12,0,-5%,6%
Cc1csc(NC(=O)CCNS(=O)(=O)c2ccc3c(c2)c(=O)n(C)c(=O)n3C)n1,nt,7%,-6,1%,46,12%,13,1,-8%,-4%
CC1=C(C(=O)NC2CCCc3c2cnn3-c2ccc(F)cc2F)OCCO1 (configuration not stated),5%,0%,2,4%,-13,5%,15,5,?,2%
O=C(COc1ccc([N+](=O)[O-])cc1Cl)Nn1cnnc1,1%,0%,-9,-2%,-6,0%,-17,0,8%,-16%
C/C(CC(=O)NCCCN1CCOCC1)=N\NC(=O)COc1ccc(C)cc1,6%[46.1 µM],3%,-8,-1%,0,8%,4,-4,13%,-3%
Cc1cc(C)c(C(N)=O)c(Nc2cccc(Cl)c2C)n1,6%,3%,6,-1%,-3,3%,12,4,4%,-9%
O=C(Nc1cccc(S(=O)(=O)C(F)F)c1)c1ccc(S(=O)(=O)N2CCCC2)cc1,0%,6%,7,-3%,-5,1%,-28,12,?,4%
COc1ccc(-n2nc(C(=O)O)cc2-c2ccccc2)cc1,nt,-2%,4,1%,-12,3%,7,3,1%,12%
CCOc1ccc(S(=O)(=O)N2CCOCC2)cc1NC(=O)c1ccc(N2CCCC2=O)cc1,-4%,-1%,22,1%,-10,2%,9,4,-21%,29%
CCOC(=O)N(Cc1ccccc1)C(C(=O)O)C(C(=O)O)N(Cc1ccccc1)C(=O)OCC (configuration not stated),-9%,2%,-19,?,-22,-8%,0,2,3%,22%
COc1ccc(N2CCN(CCNS(=O)(=O)c3cccc4nsnc34)CC2)cc1,2%,-1%,-3,3%,-1,-15%,0,-2,-28%,-22%
CCN(CC)S(=O)(=O)c1cccc(C(=O)OCC(=O)N2CC(=O)Nc3ccccc32)c1,1%,5%,-21,-1%,4,2%,5,3,15%,-13%
CCC(CC)Nc1ccc(C(CC(N)=O)NC(=O)Cc2cccc3ccccc23)cc1[N+](=O)[O-] (configuration not stated),-1%,1%,-17,-1%,-4,0%,-16,-3,21%,-3%
Cc1ccc(Cl)cc1NC(=O)COC(=O)C1CCCC1,3%,-1%,0,8%,-1,-2%,8,9,-1%,-21%
NC(=O)C1CCN(C(=O)c2cccc(S(=O)(=O)N3CCCC3)c2)CC1,2%,0%,-10,-2%,22,5%,0,1,14%,-2%
Cn1c(SCC(=O)NC2CCCC2)nnc1-c1ccccn1,-2%,1%,-16,2%,25,6%,11,-1,-2%,4%
FC(F)(F)c1nnc2ccc(NCc3cccnc3)nn12,-13%,2%,-9,0%,16,3%,-21,0,12%,-20%
COc1cc(OC)cc(C(=O)NNC(=O)CCCOc2ccccc2)c1,4%,0%,-10,-5%,27,11%,-13,-2,7%,-6%
C=CCCCOc1ccc(C(=O)O)cc1,nt,-2%,-3,6%,10,nt,6,0,15%,-11%
Cc1ccc(S(=O)(=O)N2CC3(C)CN(S(=O)(=O)c4ccc(C)cc4)CC(C)(C2)C3O)cc1 (configuration not stated),0%,-2%,-5,-3%,-17,-3%,20,0,7%,6%
CCN(c1ccccc1)S(=O)(=O)c1ccc(F)c(C(=O)O)c1,8%,-1%,55,0%,-1,-2%,-2,-2,5%,16%
Cc1cc(OCC(=O)NCCN2CCOCC2)cc(C)c1Br,1%,-6%,0,-1%,nt,4%,-2,1,4%,4%
COc1ccc(Cl)cc1NC(=O)C1CCCN(S(=O)(=O)c2cccc3nonc23)C1 (configuration not stated),-2%[46.1 µM],-1%,-18,-1%,-21,1%,2,-4,-13%,-23%
Cc1ccccc1OCC(=O)NC(=S)Nc1ccc2c3c(cccc13)CC2,2%,1%,-3,-1%,0,1%,19,-2,8%,0%
O=C(COc1cccc(Cl)c1)N/N=C\c1cc2ccccc2nc1Cl,6%,-2%,2,-3%,-7,-1%,-8,-1,17%,7%
CN(Cc1ccc2nonc2c1)Cc1nc(Cc2cccc(F)c2)no1,-3%,2%,11,4%,-3,2%,19,-7,4%,0%
O=c1cc(NCCc2ccccc2)c2ccccc2o1,9%,-4%,7,6%,-10,-3%,10,23,1%,4%
CCC(/C=N/NC(=O)C(=O)N/N=C/C(CC)CC)CC,-3%[46.1 µM],4%,2,0%,13,15%,3,1,1%,7%
CC(CNC(=O)CCc1nnc2ccc(N3CCC4(CC3)OCCO4)nn12)c1ccccc1 (configuration not stated),0%,5%,6,0%,4,-5%,-4,-3,-2%,-2%
CCCOP(=O)(c1ccc(N(C)C)cc1)C(O)c1cc(OC)c(OC)c(OC)c1 (configuration not stated),-4%,4%,1,-1%,-14,3%,-25,1,-9%,7%[15.4 µM]
CCn1c(=O)cc(SCC(=O)N2CCN(c3ccccc3OC)CC2)c2ccccc21,2%,-7%,-12,0%,4,-4%,-11,7,-25%,-7%
CN(CC(=O)Nc1cc(S(=O)(=O)N2CCCC2)ccc1Cl)Cc1cccs1,-2%,0%,-4,?,-3,46%,-14,24,?,5%
CCN1C(=O)[C@H]2[C@@H](c3ccc(-c4ccc(F)cc4)c(OC)c3)N[C@@](C)(C(=O)OC)[C@H]2C1=O,2%,-1%,-8,-5%,-3,3%,-10,-1,5%,3%

# Part of the list above in order of SMILES length, lowest first.
SMILES,TCR activator,USP2a inh,KCNH2 WT inh,Mito fusion act,TSHR antag,AT treatment,KCNH2 3.1 inh,TRPV1 agonist,ELG1 DNA repair,Eya2 inh
O=c1cc(NCCc2ccccc2)c2ccccc2o1,9%,-4%,7,6%,-10,-3%,10,23,1%,4%
Cc1cc(OCC(=O)NCCN2CCOCC2)cc(C)c1Br,1%,-6%,0,-1%,nt,4%,-2,1,4%,4%
CCC(/C=N/NC(=O)C(=O)N/N=C/C(CC)CC)CC,-3%[46.1 µM],4%,2,0%,13,15%,3,1,1%,7%
CN(Cc1ccc2nonc2c1)Cc1nc(Cc2cccc(F)c2)no1,-3%,2%,11,4%,-3,2%,19,-7,4%,0%
O=C(COc1cccc(Cl)c1)N/N=C\c1cc2ccccc2nc1Cl,6%,-2%,2,-3%,-7,-1%,-8,-1,17%,7%
CN(CC(=O)Nc1cc(S(=O)(=O)N2CCCC2)ccc1Cl)Cc1cccs1,-2%,0%,-4,?,-3,46%,-14,24,?,5%
CCCOP(=O)(c1ccc(N(C)C)cc1)C(O)c1cc(OC)c(OC)c(OC)c1 (configuration not stated),-4%,4%,1,-1%,-14,3%,-25,1,-9%,7%[15.4 µM]
CC(CNC(=O)CCc1nnc2ccc(N3CCC4(CC3)OCCO4)nn12)c1ccccc1 (configuration not stated),0%,5%,6,0%,4,-5%,-4,-3,-2%,-2%
CCN1C(=O)[C@H]2[C@@H](c3ccc(-c4ccc(F)cc4)c(OC)c3)N[C@@](C)(C(=O)OC)[C@H]2C1=O,2%,-1%,-8,-5%,-3,3%,-10,-1,5%,3%

# Only part of the results is shown (hit frequency here may not be typical).
